# miR-122 sensor: inhibitors of miR-122 in Huh7 cells; Huh7 miR-122 Renilla luciferase sensor, 48 h; neutral wells = 0, positive control = 100; activation (reporter increase), % at 12.5 µM; 340,000 compounds, 0.3% hits;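 active = mean replicate activation score at least 90 and every replicate individually at or above 90; inconclusive = only one of the two criteria met; inactive = neither criterion met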;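 also: higher luciferase means less miR-122 activity so hits act as miR-122 inhibitors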
# F508del corr: CFTR F508del correction in bronchial cells; 350,000 compounds, 0.36% hits; activity (quench increase), % at 7.58 µM; CFBE cells, YFP halide quenching; stimulated with forskolin plus potentiator P3; % fluorescence drop versus neutral controls;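 active = mean added fluorescence quench of at least 8% versus neutral control, with both replicates also reaching 8%; inconclusive = only one of the mean or replicate conditions met; inactive = mean below 8% and not both replicates reaching 8%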;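 also: cells transiently co-express mutant CFTR-F508del with the halide-sensitive YFP; corrector assay measuring rescue of mutant channel to the surface after 24 h compound exposure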
# Casp6 inh: inhibitors of human caspase-6; P55212; 350,000 compounds, 0.53% hits; purified caspase-6, Z-VEID-R110 cleavage fluorescence; inhibition, % at 12.5 µM;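 active = mean inhibition across replicates at least about 35%, with every replicate also reaching that limit, limit read from the data; inconclusive = only one of the two criteria met; inactive = neither criterion met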;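 also: 0% = median of neutral control wells and 100% = no fluorescence left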
# ERp5 inh: ERp5 (human) disulfide isomerase inhibition; 350,000 compounds, 0.05% hits; ERp5 insulin aggregation, absorbance 650 nm, 90 min; inhibition, % at 9.99 µM; AID 651711; Q15084;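 active = mean replicate inhibition above about 25%, with every replicate also reaching it, limit read from the data, passing the limit was not always enough; inconclusive = only one of those two criteria met; inactive = neither criterion met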
# ERAP1 inh: blocks human ERAP1 aminopeptidase activity; AID 652197; Q9NZ08; 340,000 compounds, 0.15% hits; recombinant ERAP1, Leu-AMC fluorescence, 60 min; inhibition, % at 10.7 µM;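 active = mean replicate inhibition of at least 30%, or all replicates individually reaching that 30% level; inactive = mean below 30% and not every replicate reaching it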;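 also: 0% = neutral control wells and 100% = L-leucinethiol positive control wells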
# Target sequence (Q9NZ08 whole entry, looked up): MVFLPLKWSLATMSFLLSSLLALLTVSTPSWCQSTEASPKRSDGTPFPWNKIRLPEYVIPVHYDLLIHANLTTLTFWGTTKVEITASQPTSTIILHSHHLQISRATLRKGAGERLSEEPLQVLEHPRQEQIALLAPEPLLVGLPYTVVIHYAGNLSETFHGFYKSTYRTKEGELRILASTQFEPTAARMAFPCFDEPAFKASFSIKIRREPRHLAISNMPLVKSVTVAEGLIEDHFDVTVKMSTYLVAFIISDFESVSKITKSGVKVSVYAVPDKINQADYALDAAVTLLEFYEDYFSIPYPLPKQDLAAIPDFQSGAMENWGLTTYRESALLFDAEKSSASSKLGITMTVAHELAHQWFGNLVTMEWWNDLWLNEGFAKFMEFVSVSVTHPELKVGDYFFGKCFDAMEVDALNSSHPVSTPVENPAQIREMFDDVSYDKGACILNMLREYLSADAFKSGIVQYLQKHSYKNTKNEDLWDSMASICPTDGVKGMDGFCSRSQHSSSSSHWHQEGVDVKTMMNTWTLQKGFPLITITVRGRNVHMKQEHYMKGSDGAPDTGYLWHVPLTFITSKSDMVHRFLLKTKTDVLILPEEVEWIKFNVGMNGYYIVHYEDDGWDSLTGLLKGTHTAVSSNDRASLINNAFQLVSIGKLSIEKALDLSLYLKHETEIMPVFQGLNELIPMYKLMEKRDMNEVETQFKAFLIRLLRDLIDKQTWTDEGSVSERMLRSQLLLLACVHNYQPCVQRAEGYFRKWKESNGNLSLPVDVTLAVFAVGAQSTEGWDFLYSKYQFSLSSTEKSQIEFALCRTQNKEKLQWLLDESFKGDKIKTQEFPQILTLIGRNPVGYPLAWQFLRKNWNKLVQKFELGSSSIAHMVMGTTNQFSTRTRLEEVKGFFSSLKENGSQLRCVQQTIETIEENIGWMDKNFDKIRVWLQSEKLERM
# SIRT5 inh: blocks human SIRT5 desuccinylation of peptide; Q9NXA8; Purified SirT5, succinyl-peptide AMC, trypsin-coupled fluorescence; inhibition, % at 15 µM; 330,000 compounds, 1.1% hits; AID 652115; in the data active = inhibition above about 15%; inconclusive = no clear call, values can overlap the other calls
# DENV2 CPE rescue: DENV2-induced cell death inhibition; DENV2-infected cells, cytopathic effect rescue, plate reader; CPE inhibition, % at 9.99 µM; 350,000 compounds, 1.7% hits; in the data active = CPE inhibition above about 20%, passing the limit was not always enough; inconclusive = no clear call, values can overlap the other calls; tested in BHK-21 cells;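 also: 0% = median of neutral control wells and 100% = median of positive control wells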
# Starred values were filed as active, the others as inactive; ? = inconclusive; nt = not tested or not shown; & = joins results of further samples; [ ] = dose if it differs, or a comment.
SMILES,miR-122 sensor,F508del corr,Casp6 inh,ERp5 inh,ERAP1 inh,SIRT5 inh,DENV2 CPE rescue
CN1C(=O)N(c2nnc(C(C)(C)C)s2)C(=O)C1c1ccccc1 (configuration not stated),-0.3,-1.0,2.1,0.6,0.9,7.9,-1.8
CN1CCN(C(=O)c2cccn(Cc3ccc(C(F)(F)F)cc3)c2=O)CC1,nt,nt,-0.1,2.4,-0.3,-0.2,-5.0
Cc1ccccc1NC(=O)CN1CCN(Cc2ccccc2)CC1,2.5,-3.3,-0.5,2.9,-4.9,-3.0,1.1
O=C(CCCNC(=O)c1ccc(Cl)cc1)Nc1ccccc1C(F)(F)F,0.1,-0.5,0.2,4.1,0.1,0.0,-5.1
CC(=O)Nc1ccc(NC(=O)COC(=O)c2cc([N+](=O)[O-])ccc2N2CCOCC2)cc1,nt,2.4,1.2,0.0,3.0,2.0,8.2
O=C(Nc1cc(Br)ccc1O)c1cc(-c2cccs2)on1,nt,-0.7,1.6,1.9,-3.6,-2.3,-0.7
C[C@@H]1CN([C@H](C)CO)C(=O)c2cc(/C=C/c3ccccc3)cnc2O[C@H]1CN(C)Cc1cncnc1,-2.8[16.7 µM],0.0,2.3,-0.8,0.7,-11.2,5.0
CO[C@H]1CC[C@H]2CCOc3c(C#N)cccc3C(=O)N(C)[C@H](C)C(=O)N(C)C[C@H]1O2,nt,-1.2,-1.4,0.8,1.9,3.1,?
CO[C@H]1CN(C)C(=O)c2cc(NC(=O)Cc3ccccc3)ccc2OC[C@H](C)N(C(=O)c2ccccc2F)C[C@@H]1C,nt,-0.9,-3.0,-7.4,-0.4,-1.9,-12.3
CC(C)(C)Nc1c(-c2cccs2)nc2ccccn12,-10.6,0.4,0.4,-0.6,-0.8,-7.7,3.2
O=C(NCCC1CCCCN1S(=O)(=O)c1ccccc1)C(=O)NCc1ccccc1F (configuration not stated),0.3,4.4,1.5,-1.7,-1.2,-6.3,13.2
C(=C\c1ccccc1)/CN1CCN(C(c2cccs2)c2nnnn2-c2ccc3c(c2)OCCO3)CC1 (configuration not stated),-2.1,2.6,-1.3,-0.5,nt,3.2,2.9
C[C@@H]1CN([C@@H](C)CO)C(=O)c2cccc(NS(C)(=O)=O)c2O[C@@H]1CN(C)Cc1ccc2c(c1)OCO2,9.0[16.7 µM],-1.1,3.4,1.5,-0.9,3.3,?
Cc1cccn2cc(COc3cccc([N+](=O)[O-])c3)nc12,-3.0,3.1,5.2,3.4,0.8,-2.5,-8.3
CN(C)S(=O)(=O)c1ccc2oc(SCC(=O)NCC(F)(F)F)nc2c1,6.0,nt,3.6,0.9,-1.3,-8.5,nt
C[C@@H]1CN([C@@H](C)CO)C(=O)CCCn2cc(nn2)CO[C@H]1CN(C)C(=O)CCC(F)(F)F,-1.0&2.9[16.7 µM],1.1&-3.8&-3.0,1.4&25.0&6.9,-5.0&7.5&2.7,-1.4&-3.0&-1.1,2.2&0.2&0.5,16.5&-2.4&-11.8
CCOC(=O)C1CCCN(C2=NC(=O)/C(=C/c3ccc(O)c(OC)c3)S2)C1 (configuration not stated),nt,4.3,-1.5,-0.6,1.7,-0.5,-3.4
NC(=O)C1CCN(C(=O)CCc2nc3sc4c(c3c(=O)[nH]2)CCCC4)CC1,nt,-3.8,-2.3,-1.0,-1.9,-0.2,-2.4
CCCCn1c(NS(=O)(=O)c2ccc(C)cc2)c(S(=O)(=O)c2ccccc2)c2nc3ccccc3nc21,0.2,nt,-3.2,8.3,-4.4,nt,nt
COCCOC(=O)N1C(=O)[C@@]2(c3cc(C#CCCO)ccc31)[C@H](C(=O)N1CCN(c3ncccn3)CC1)[C@H]1C(=O)O[C@H](c3ccccc3)[C@H](c3ccccc3)N1[C@@H]2c1ccccc1OCCO,nt,0.3,0.0,-0.1,2.2,14.4,4.0
O=C(Nc1cc(F)ccc1F)N[C@@H]1CC[C@@H](CC(=O)N2CCc3ccccc3C2)O[C@H]1CO,nt,1.1,-0.6,0.3,-2.6,0.8,0.5
CCCNC(=O)N1C[C@H](C)[C@H](OC)CN(C)C(=O)c2ccc(NC(=O)C3CCC3)cc2OC[C@@H]1C,nt,-1.5,nt,-4.6,nt,-15.5,-2.1
COc1ccccc1NS(=O)(=O)NC(=O)c1cn(C)c2ccccc12,0.5,-2.1,-1.9,-7.1,1.5,-0.7,16.6
CCCSC1=C(C#N)C(c2ccccc2C)C(C(=O)OC)C(=O)N1 (configuration not stated),nt,-3.2,3.8,-6.2,14.4,-0.2,nt
O=C(O)c1ccc(N/N=C/c2cn(Cc3ccc(F)cc3)c3ccccc23)cc1,-4.9,1.4,22.4,2.8,-0.2,-10.1,-0.1
SMILES,miR-122 sensor,F508del corr,Casp6 inh,ERp5 inh,ERAP1 inh,SIRT5 inh,DENV2 CPE rescue
C[C@@H]1CCCCO[C@@H](CN(C)S(=O)(=O)c2ccc(F)cc2)[C@H](C)CN([C@@H](C)CO)C(=O)c2cc(NC(=O)CCCN(C)C)ccc2O1,1.4[16.7 µM],0.1,2.3,-0.1,0.5,-3.4,21.3*
O=C(Nc1ccccc1F)N[C@@H]1CC[C@H](CCNS(=O)(=O)c2ccc(Cl)cc2)O[C@@H]1CO,6.8[16.7 µM],1.6,-1.8,0.6,0.8,-1.6,-4.0
O=C1CN(S(=O)(=O)Cc2ccccc2)C[C@@H]2[C@H](c3ccc(C#Cc4cccc(F)c4)cc3)[C@@H](CO)N12,nt,1.1,0.3,-1.6,-0.4,7.8,8.8
CCC(C)[C@H](NC(=O)N1CC(=O)Nc2ccccc21)C(=O)Nc1nccs1 (some centres not stated),0.3,-0.8,-4.2,-4.6,-1.4,-3.6,5.6
O=C(COC(=O)c1cc(=O)[nH]c2ccccc12)NC1CCCCCCC1,nt,nt,0.1,-0.1,9.2,-2.5,-1.6
O=C(CN1CCCCC1)NN(Cc1ccccc1)c1ccccc1,nt,-0.5,-10.1,-2.9,1.2,-3.3,-1.8
Cc1ccnc(SCc2cn3c(C)cccc3n2)n1,nt,nt,-2.2,2.4,9.6,-0.2,-1.7
O=S(=O)(NCC[C@H]1CC[C@@H](NS(=O)(=O)c2cccc(Cl)c2)[C@@H](CO)O1)c1cccc(F)c1,nt,-0.3,-0.2,-6.9,3.3,-1.1,-4.8
C=CC(COCc1ccccc1)N([C@@H](Cc1ccccc1)C(=O)OC)S(=O)(=O)c1ccccc1Br (some centres not stated),7.1,-4.5,-0.3,6.6,-2.1,nt,6.3
CC(/C=C/c1ccco1)=N\NC(=O)c1cccc(Cl)c1,-2.4,1.8,1.0,6.6,-0.7,5.8,3.5
CC(C)NC(=O)N1C[C@@H]2[C@H](c3ccccc31)[C@@H](CO)N2C(=O)C1CCCC1,-21.4[16.7 µM],-0.8,4.7,0.6,2.8,-0.3,3.0
CC(C)COc1cccc(C(=O)NC2(C)CCS(=O)(=O)C2)c1 (configuration not stated),-1.1,0.6,-0.4,-2.1,1.8,-0.2,?
OC[C@H]1[C@@H](c2ccc(C#CC3(O)CCCC3)cc2)[C@@H]2CN(Cc3cccnc3)CCCCN12,-2.7[16.7 µM],-2.4,-1.8,-1.6,0.9,-5.0,7.1
Cc1noc(C)c1S(=O)(=O)Nc1ccc2c(c1)C(=O)N([C@H](C)CO)C[C@H](C)[C@@H](CN(C)CC1CC1)O2,-0.4[16.7 µM],1.3,-11.0,12.9,4.4,5.2,-5.4
CCCC#Cc1ccc2c(c1)O[C@@H](CN(C)C(=O)CC)[C@H](C)CN([C@@H](C)CO)S2(=O)=O,43.9[16.7 µM],-1.4,-0.1,-1.9,-11.2,3.1,?
O=C(OCCOc1cccc(Cl)c1)C1CCN(S(=O)(=O)c2ccccc2)CC1,nt,-1.0,0.3,4.6,3.9,0.5,0.3
CC(=O)Nc1ccc(Cl)cc1C(=O)c1ccc[nH]1,-32.6,-4.7,-1.1,1.6,2.1,1.3,11.8
COc1ccc(/C=N/NC(=O)c2cccnc2)cc1Cn1nc([N+](=O)[O-])c(Br)c1C,nt,3.3,1.3,2.3,-6.3,13.0,0.7
COc1ccccc1NC(=O)COC(=O)c1cc([N+](=O)[O-])ccc1N1CCCC1,nt,1.6,4.7,11.2,-2.3,-2.6,?
Cc1c(C)c2c(OCC(=O)NCC(C)C)cc3c(c2oc1=O)CCC(C)(C)O3,2.3,1.9,-1.0,0.5,-4.1,-5.2,0.7
COc1ccc(C(=O)Nc2ccc3ncccc3c2)cc1,nt,-1.4,0.7,0.1,1.2,2.4,3.8
CCCN1C[C@H](C)[C@@H](OC)CN(C)C(=O)c2cc(NC(=O)c3cnccn3)ccc2OC[C@H]1C,nt,0.6,nt,-2.9,nt,-1.8,10.5
COc1ccc(OCCN2CCC(C(=O)NC(c3ccc(Cl)cc3)c3cnccn3)CC2)cc1 (configuration not stated),0.8,-0.7,-1.7,5.2,-7.7,-2.7,6.8
COc1cccc(C#Cc2ccc([C@@H]3[C@H](C#N)N(C(=O)C4CCC4)[C@H]3CO)cc2)c1,nt,2.9,-0.2,0.4,0.8,2.8,3.6
C[C@@H]1CN([C@H](C)CO)C(=O)c2cccc(NS(=O)(=O)c3ccc(Cl)cc3)c2O[C@H]1CN(C)Cc1ccccc1,9.7[16.7 µM],-0.8,-2.3,8.4,0.2,-2.5,25.0*

# Another view of some results above.
structure	miR-122 sensor	F508del corr	Casp6 inh	ERp5 inh	ERAP1 inh	SIRT5 inh	DENV2 CPE rescue
C[C@@H]1CCCCO[C@@H](CN(C)S(=O)(=O)c2ccc(F)cc2)[C@H](C)CN([C@@H](C)CO)C(=O)c2cc(NC(=O)CCCN(C)C)ccc2O1	1.4[16.7 µM]	0.1	2.3	-0.1	0.5	-3.4	21.3*
O=C(Nc1ccccc1F)N[C@@H]1CC[C@H](CCNS(=O)(=O)c2ccc(Cl)cc2)O[C@@H]1CO	6.8[16.7 µM]	1.6	-1.8	0.6	0.8	-1.6	-4.0
O=C1CN(S(=O)(=O)Cc2ccccc2)C[C@@H]2[C@H](c3ccc(C#Cc4cccc(F)c4)cc3)[C@@H](CO)N12	nt	1.1	0.3	-1.6	-0.4	7.8	8.8

# The list goes on.
SMILES,miR-122 sensor,F508del corr,Casp6 inh,ERp5 inh,ERAP1 inh,SIRT5 inh,DENV2 CPE rescue
O=C(NCCc1ccccc1)C(=O)NCC(c1ccco1)N1CCOCC1 (configuration not stated),-6.3,-1.8,4.8,1.0,-1.2,-3.5,0.3
COc1ccccc1COc1ccc2c(C)c(CC(=O)O)c(=O)oc2c1C,nt,-0.9,0.8,-0.9,2.3,-9.8,1.1
COc1cc(C(=O)OCC(=O)NCc2ccc(F)cc2)cc(NC(=O)c2cccs2)c1OC,13.8,0.9,4.8,3.2,-4.0,4.1,-6.1
Cn1cnc(S(=O)(=O)N2CCCCN3[C@H](CO)[C@@H](c4ccc(C#CC5CC5)cc4)[C@@H]3C2)c1,4.8[16.7 µM],-1.0,0.1,0.4,7.1,0.2,1.5
Cc1ccc(S(=O)(=O)Nc2ccc3c(c2)C(=O)N([C@H](C)CO)C[C@@H](C)[C@@H](CN(C)C(=O)NC2CCCCC2)OCCCC[C@@H](C)O3)cc1,-0.5[16.7 µM],-1.4,-0.6,-5.6,-2.1,9.6,5.6
COc1ccccc1CNC(=O)c1ccccc1C(=O)NC(C)(C)C(=O)NCc1ccccc1OC,nt,-0.5,3.7,-1.4,-2.4,-2.8,0.9
C[C@H](CO)N1C[C@H](C)[C@H](CN(C)C(=O)Nc2ccc3c(c2)OCO3)Oc2ccc(NC(=O)Cc3ccccc3)cc2C1=O,3.8[16.7 µM],-0.5,-0.1,-1.9,-1.0,nt,16.7
COc1ccc(CN(C)CC(O)COC(c2ccccc2)c2ccccc2)c(OC)c1OC (configuration not stated),nt,0.5,-0.6,-1.1,-5.9,-0.1,?
CC1C(=O)N(Cc2cn(Cc3ccco3)nn2)CCS(=O)(=O)N1Cc1ccc(-c2cccc(CO)c2)cc1 (configuration not stated),-4.3,3.0,1.5,-3.5,-0.8,2.2,-5.6
C[C@H]1CN(CCc2ccccc2)C(=O)[C@@H]1CC(=O)Nc1ccc(Br)cc1,1.8,3.9,1.0,-2.1,-2.1,-11.0,-0.5
COc1cc(C2SCC(=O)N2c2c(C)n(C)n(-c3ccccc3)c2=O)ccc1O (configuration not stated),-3.1,1.1,-0.3,-10.3,-4.0,0.5,3.6

# Assay outcomes from PubChem.

# Compounds as they come, and some 4% of all compounds hit somewhere here.
